mcGAS lum: blocks mouse cGAS activity; actives 0.15% (n = 160,000); Q8C6L5; inhibition, % at 12.5 µM; AID 1259399; recombinant cGAS, Kinase-Glo ATP depletion luminescence;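 note: 0% = negative control wells and 100% = reference inhibitor with no enzyme activity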
hcGAS inh: inhibitors of human cGAS. Q8N884. recombinant h-cGAS, ATP depletion, Kinase-Glo luminescence. inhibition, % at 12.5 µM. actives 0.081% (n = 290,000);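 note: 0% = vehicle reaction and 100% = reaction without DNA for no activity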
Target sequence (Q8N884 whole entry, looked up): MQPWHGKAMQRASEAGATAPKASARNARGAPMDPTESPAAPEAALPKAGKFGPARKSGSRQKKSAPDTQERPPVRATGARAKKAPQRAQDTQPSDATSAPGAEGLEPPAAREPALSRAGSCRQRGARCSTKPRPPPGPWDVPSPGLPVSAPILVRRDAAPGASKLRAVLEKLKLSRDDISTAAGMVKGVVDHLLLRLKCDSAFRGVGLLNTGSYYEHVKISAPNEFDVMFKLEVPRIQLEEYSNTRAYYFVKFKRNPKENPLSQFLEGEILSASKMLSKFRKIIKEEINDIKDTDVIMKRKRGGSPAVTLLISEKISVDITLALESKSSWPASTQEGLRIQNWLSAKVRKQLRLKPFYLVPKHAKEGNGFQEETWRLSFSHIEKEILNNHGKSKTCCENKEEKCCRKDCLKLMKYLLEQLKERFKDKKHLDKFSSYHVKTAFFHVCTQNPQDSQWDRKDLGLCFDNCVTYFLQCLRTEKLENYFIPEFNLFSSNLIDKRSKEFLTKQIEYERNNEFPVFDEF
NPYLR7 ag: activates Aedes aegypti NPYLR7 receptor. AID 1259423. activation, % at 10 µM. actives 0.15% (n = 270,000). HEK293T NPYLR7/Galpha15, GCaMP6s calcium fluorescence; in the data active = activation above about 40%;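 note: 0% = vehicle and 100% = reference agonist at the receptor; some compounds past the cut are filed as inactive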
Numbers without * were called inactive; / = not tested or not shown; & = joins results of further samples. Cut-off read from the data, not from the text of the source, unless noted: active = inhibition above about 40%; inactive = the rest. This is a random part of the collection; about 0.26% have a hit in one of these screens.

SMILES	mcGAS lum	hcGAS inh	NPYLR7 ag
CC(C)[C@@H]1CC[C@@H](C)C[C@H]1OCC(=O)N1CCN(Cc2cc(=O)c(OCc3ccc(C(F)(F)F)cc3)co2)CC1	-6.7	-5.2	10.2
COc1ccc([C@H]2[C@@H](C(=O)NCCCn3cccn3)c3ccccc3C(=O)N2Cc2ccccc2)cc1	-3.6	-7.2	-3.2
Cc1c(C(=O)NCCS(=O)(=O)N(C)C)sc2ccccc12	-15.9	-1.3	22.6
COCC(=O)NC(C)C1=CCCN(CCN2CCCCCC2)C1 (stereo not given)	/	-9.9	7.7
O=C(Nc1ccc2c(c1)CN(Cc1cccnc1)CC2)C1(c2ccccc2)CC1	/	-4.3	3.6
CC(C)[C@H](NC(=O)[C@H](CC(=O)O)NC(=O)[C@H](CCCCN)NC(=O)[C@@H](N)CCCN=C(N)N)C(=O)N[C@@H](Cc1ccc(O)cc1)C(=O)O	/	-4.0	5.6
CCS(=O)(=O)c1ccc2oc(-c3cccc(NC(=O)COC)c3C)nc2c1	-4.1	-3.7	18.9
COCOc1cccc(CN2CCC2(C)C(=O)Nc2ccc(C)cc2)c1 (stereo not given)	/	-12.0	5.1
Nc1nc2c(c(=O)[nH]1)CCN(C(=O)[C@@H]1C[C@@H]3C=C[C@H]1C3)C2	-19.1	-11.0	17.7
CC(CO)CN(Cc1ccccc1)Cc1nn(C)c2cccc(Cl)c12 (stereo not given)	-9.4	-2.2	0.5
COCCN1CCCC2(CCN(C(=O)CCc3ccnn3C)C2)C1=O (stereo not given)	-4.1	-8.5	/
CC(C)NC(=O)NC(=O)COC(=O)C(C)(C)Oc1ccc(F)cc1	-17.4	-8.4	9.8
CCCCOC(=O)c1ccc(NC(=O)CCN=C2NS(=O)(=O)c3ccccc32)cc1	/	-0.2	0.4
N#CC(=C1Nc2ccccc2N1)S(=O)(=O)c1ccccc1	/	-5.9	9.3
O=C(C1SCCc2sccc21)N(CCO)Cc1cccnc1 (stereo not given)	-12.6	-16.9	7.7
Cc1ccc(COc2ccc3c(C4CC4)noc3n2)cc1F	-5.0	-4.2	16.4
COC(=O)CC(=O)N(C)C(C)c1ccncc1 (stereo not given)	-11.6	-9.0	1.1
O=C(NC(c1ccc(Cl)cc1)c1cccnc1)C1CCN(Cc2ccccc2F)CC1 (stereo not given)	-2.9	-3.1	12.1
COc1cc(/C=C/C(=O)OCC(=O)c2cc(C)c(C)c(C)c2C)ccc1OCC(N)=O	-0.9	5.6	-2.3
Ic1ccc(OCCN2CCc3ccccc3C2)cc1	/	-13.9	24.6
CC1=CC(=C(C#N)C#N)C=C(C)N1CCC(C)C	-6.1	-6.7	-1.0
C=C(C)Cn1c(=O)c2c(nc3n2CCCN3c2ccc(CC)cc2)n(C)c1=O	/	-10.3	12.9
Cc1nc2ccccn2c(=O)c1NC(=O)Nc1ccc(F)cc1	4.5	7.4	-6.5
COc1ccc(-c2nnc(SCc3ccc(Cl)c(Cl)c3)n2-c2ccc(C)cc2)cc1	-5.5	-2.7	/
Cc1cc(N2C[C@H]3OC(=O)N(CCc4ccccn4)[C@H]3C2)c2ccccc2n1	/	-5.5	4.7
(cont.)
SMILES	mcGAS lum	hcGAS inh	NPYLR7 ag
C=CCN1C(=O)c2cccc3c(N4CCOCC4)ccc(c23)C1=O	-7.2	-4.5	44.4
CC(SCCCc1ccccc1)C(=O)NC1CCS(=O)(=O)C1 (stereo not given)	-10.3	-1.9	8.0
O=C1C(C(c2ccccc2)N2CCN(Cc3ccccc3)CC2)Sc2ncnn21 (stereo not given)	3.7	13.2	-3.0
CCN(CC)c1ccc(C=CC(=O)c2ccc([N+](=O)[O-])cc2)cc1	/	-10.6	-1.4
S=c1[nH]c(-c2ccccc2)c(-c2ccccc2)n1CC1CCCO1 (stereo not given)	/	6.0	3.8
O=C(c1ccc(-c2ccccc2)cc1)C1CCCN(c2cc(NCCO)ncn2)C1 (stereo not given)	-8.2	-2.4	-2.8
O=C(Cn1cnc2c(nnn2-c2ccc(Cl)cc2)c1=O)N1CCCC1	-8.0	-8.7	-5.5
O=C(c1cc2ccccc2s1)N1CCN(c2nc3ccccc3nc2-c2ccccc2)CC1	0.3	4.9	/
O=C(c1ccccc1C(F)(F)F)N1CCN(c2ccc(-n3cccn3)nn2)CC1	2.7	7.0	-7.0
COc1ccc(-c2cc(C(=O)N3CCN(C(=O)c4ccc(OC)cc4OC)CC3)c(C)n2-c2ccc(F)cc2F)cc1	-6.3	-9.3	-6.8
CC(C)(C)n1ncc2c(=O)n(NC(=O)c3cc(Br)ccc3Cl)cnc21	/	-12.6	0.7
O=C1CC(c2ccc3cccc(O)c3n2)c2cc3cn[nH]c3cc2N1 (stereo not given)	/	-3.9	-7.1
OCCOc1nnnn1-c1ccccc1	0.8	3.6	4.2
CCOC(=O)CNC(=O)Cn1cc(OC)c(=O)cc1CN1CCC(C)CC1	-1.0	-3.2	2.6
Cc1ccc(O)c(C2=NOC(O)(C(F)(F)C(F)F)C2)c1 (stereo not given)	/	-10.0	-3.6
CS(=O)c1nncn1CC(=O)c1ccc(Cl)c(Cl)c1 (stereo not given)	/	-7.8	5.5
O=C(CSc1ccc(-c2ccccc2)nn1)N1CCCCC1	0.6	-7.9	-2.1
C=CCn1c(SCc2ccccc2C#N)nnc1-c1cccc(C)c1	-7.2	-4.8	-2.2
COc1cccc(C(=O)N(Cc2nccn2Cc2ccccc2C(F)(F)F)C2CC2)c1	-4.1	-2.5	8.9
CCOc1cc(C(=O)Nc2ccc(Cl)c(-c3nc4ccccc4[nH]3)c2)cc(OCC)c1OCC	/	-5.6	10.9
COc1cc(C(=O)N(C)OC)cc(OC)c1Br	/	-1.7	2.3
Cn1cc(NC(=O)Nc2cccc(N3CCCCCC3)c2)cn1	/	-6.2	8.1
Cc1ccccc1OCC(=O)NNC(=O)C(C)N1C(=O)c2ccccc2C1=O (stereo not given)	-6.8	-6.4	-1.9
COC(=O)C1CCN(C(=O)c2ccc(-c3n[nH]c4c3COc3ccccc3-4)cc2)CC1	-4.6	-6.5	3.8
Nc1nnc(SCCOc2cccc(Cl)c2)s1	-2.6	-4.4	-1.2

In the list so far, 8 contain a Cl atom.
SMILES	mcGAS lum	hcGAS inh	NPYLR7 ag
CC(CO)CN(Cc1ccccc1)Cc1nn(C)c2cccc(Cl)c12 (stereo not given)	-9.4	-2.2	0.5
O=C(NC(c1ccc(Cl)cc1)c1cccnc1)C1CCN(Cc2ccccc2F)CC1 (stereo not given)	-2.9	-3.1	12.1
COc1ccc(-c2nnc(SCc3ccc(Cl)c(Cl)c3)n2-c2ccc(C)cc2)cc1	-5.5	-2.7	/
O=C(Cn1cnc2c(nnn2-c2ccc(Cl)cc2)c1=O)N1CCCC1	-8.0	-8.7	-5.5
CC(C)(C)n1ncc2c(=O)n(NC(=O)c3cc(Br)ccc3Cl)cnc21	/	-12.6	0.7
CS(=O)c1nncn1CC(=O)c1ccc(Cl)c(Cl)c1 (stereo not given)	/	-7.8	5.5
CCOc1cc(C(=O)Nc2ccc(Cl)c(-c3nc4ccccc4[nH]3)c2)cc(OCC)c1OCC	/	-5.6	10.9
Nc1nnc(SCCOc2cccc(Cl)c2)s1	-2.6	-4.4	-1.2

(list continues)
SMILES	mcGAS lum	hcGAS inh	NPYLR7 ag
O=C(CCC(=O)N1CCN(CCc2ccncc2)CC1)NC1CCCC1	-8.6	-6.2	7.4
Cc1ccc(C(NC(=O)C2CC(=O)N(C3CCCC3)C2)C2CC2)cc1 (stereo not given)	/	-8.2	4.5
CN(CCc1ccccn1)C(=O)C1CC12c1ccccc1-c1ccccc12 (stereo not given)	-4.7	-3.2	-5.3
Oc1cccc(C=NN2CCN(C3c4ccccc4-c4ccccc43)CC2)c1	-7.2	-4.9	4.2
COc1ccc(-n2nc(C(=O)N3CCCC3)c(=O)n(Cc3ccccc3C)c2=O)cc1	-4.4	-6.7	18.9
O=C(O)CCCc1nc2ccccc2c2nc(=O)c(-c3cccs3)nn12	/	3.6	2.6
Cn1c(=O)c(/C=C/c2cccnc2)nc2ccccc21	0.0	0.1	-5.8
CCC(C)N(CC(=O)N(Cc1cccn1Cc1ccccc1Cl)C1CCCCC1)S(=O)(=O)c1ccc(NC(C)=O)cc1 (stereo not given)	-3.5	-0.6	-2.6
O=C1NCC(CN2CCc3onc(C(c4ccccc4)c4ccccc4)c3C2)O1 (stereo not given)	-14.3	-10.2	-5.2
CNS(=O)(=O)c1ccc(-c2cccs2)c(C(=O)N2CCc3ccccc32)c1	/	-2.2	-3.5
CCOC(=O)C1CCCN(C(=O)c2cc(-c3ccccc3)n(-c3ccccc3Cl)c2C)C1 (stereo not given)	-5.4	-9.4	-2.4
Cc1ccccc1Cn1cc(C(=O)N2CCc3c([nH]c4ccccc34)C2)nn1	-11.9	-1.2	0.0
CC(=O)[C@@]1(O)[C@H](O)CC2C3CCC4CC(O)CC[C@]4(C)C3CC[C@@]21C (stereo not given in full)	-4.9	-2.2	6.4
CC(=O)N1CCn2c(nnc2C(=O)NC2CCCCC2)C1	/	-6.5	7.4
Cc1ccc(NC(=O)CC(=O)NCCOc2cccc3cccnc23)cc1	-5.8	4.7	2.4
Cc1cccn2c(=O)c(C=Nc3ccccc3)c(NCCO)nc12	/	-4.1	4.8
COC(=O)c1ccc2occ(-c3oc4ccc(C(=O)OC)cc4c3OC(C)=O)c2c1	/	3.0	-4.8
CCN(CC)Cc1cnc2c(C(=O)N3CC(N4CCCCC4C)C3)cnn2c1 (stereo not given)	-9.3	1.7	1.0
CCOc1ccccc1CN1CCN(Cc2ccc(C)s2)CC1CCO (stereo not given)	/	-5.6	-5.2
Cc1cccc(CN(C(=O)c2ccc(F)cc2)C2CCC(NC(=O)C3CCN(C(=O)c4cccc(Cl)c4)CC3)CC2)c1 (stereo not given)	-0.4	4.0	-0.6
NC(=O)c1ccc(NC(=O)CCCn2nc(-c3ccc(Cl)cc3)ccc2=O)cc1	-6.5	-4.9	3.7
COCCN(C(=O)Nc1ccc(C)c(Cl)c1)C1CCCC1	-6.4	-12.1	2.6
OCC1(O)CCCN(Cc2ccc(-c3ccn[nH]3)s2)CC1 (stereo not given)	-12.1	-7.8	-0.2
CCCn1c(=S)n(CN(C)C2CCS(=O)(=O)C2)c2cc(Cl)ccc21 (stereo not given)	-0.8	3.7	-0.5
Cc1cc(C)c(C(=O)NC(c2cccnc2)c2ccc(C)c(C)c2)c(=O)[nH]1 (stereo not given)	-7.6	-3.9	3.4
(cont.)
SMILES	mcGAS lum	hcGAS inh	NPYLR7 ag
CCOCc1cc(CN2CCC(Cc3ccccc3)(C(=O)OCC)CC2)ccc1OC	-11.2	-8.8	8.7
CC(NC(=O)CN(C)Cc1ccccc1Br)c1ccco1 (stereo not given)	/	-2.7	7.5
Cc1cccc(-c2nnc(SC(C(N)=O)c3ccccc3)o2)c1 (stereo not given)	-14.5	-7.8	4.5
COC(=O)c1cccc(CSc2nnc(-c3ccc([N+](=O)[O-])cc3)n2-c2ccccc2)c1	-8.5	-7.4	3.8
CCOC(=O)N1CCN(C2CCCN(C(=O)CCc3cnn(C)c3)C2)CC1 (stereo not given)	/	-7.2	2.1
COc1cc2sc(C=Cc3ccc(C#N)cc3)[n+](CCCS(=O)(=O)O)c2c2sccc12	1.8	4.5	17.3
Cc1ccc2nc(N(CCN3CCOCC3)C(=O)c3ccnn3C)sc2c1	0.0	2.3	/
O=S(=O)(CCc1ccccc1)N1CCN(c2ccc3nncn3n2)CC1	-8.3	-3.9	1.3
CCOC(=O)C1CCCN(C(=O)c2c(C)c(C)c(C)n2Cc2cccc(C(F)(F)F)c2)C1 (stereo not given)	-9.1	-3.9	/
COCCCN(Cc1cccn1Cc1cccc(F)c1)C(=O)Nc1ccc(Cl)cc1	-2.9	3.1	-2.3
Cc1cc(N2CCCCC2)nc(Nc2ccc(NC(=O)C(C)Oc3ccccc3)cc2)n1 (stereo not given)	/	-5.5	12.7
C(=Cc1ccccc1)CSc1nc2ccccc2o1	/	-1.6	1.9
CC12CCC(c3c(C(F)(F)F)n[nH]c31)C2(C)C (stereo not given)	/	-1.6	0.2
CCN1CCN(c2nc(Nc3ccc(C)c(C)c3)c3cnn(-c4ccccc4)c3n2)CC1	-6.4	-3.5	0.7
Cc1c(C(=O)NCc2cccc(C(F)(F)F)c2)sc(=O)n1Cc1ccc(F)cc1	/	-3.9	0.7
O=c1[nH]c(=S)[nH]c2sc3c(c12)CCC3	/	6.4	0.8
O=[N+]([O-])c1cccc(C2Oc3ccccc3C3CC(c4ccccc4)=NN32)c1 (stereo not given)	-8.6&1.4	-14.3&1.5	1.6&-15.5
CCc1nn2c(=O)cc(COC(=O)Cc3noc4ccccc34)nc2s1	/	-7.3	6.5
CCOC(=O)CSc1ncnc2c1nnn2Cc1ccc(Cl)cc1	7.2	-4.7	14.8
CCOc1ccc(-c2cc3c(N4CCC(C(=O)NCc5ccc(OC)cc5)CC4)nccn3n2)cc1	-2.1	2.1	-3.1
CCOc1c(Br)cc(C(=O)N2CCc3ccccc32)cc1OC	/	-6.1	4.4
O=C(NCCNc1ccc(Nc2ccccn2)nn1)Nc1ccc(F)cc1	/	1.7	7.4
c1cncc(-c2nc3c(c(N4CCN5CCCC5C4)n2)CCNC3)c1 (stereo not given)	-10.6	-11.3	/
COc1ccc(Cc2nc3ccc(C(=O)N4CCOCC4)cc3o2)cc1OC	-8.5	-5.4	-1.5
Cc1ccc2nc(NC(=O)CSc3nc(=O)n(CCN(C)C)c4c3CCCC4)sc2c1	-7.2	-9.4	-4.1
COc1ccc(OC)c(C2CCCN2Cn2ncn(-c3ccccc3)c2=S)c1 (stereo not given)	/	-1.5	5.2
Cc1cc(=O)n(C(N)=S)[nH]1	/	-2.5	-3.3
Cc1ccc(C2=NCN(c3ccc(C(=O)O)cc3)C(=S)N2)cc1	/	-6.6	-0.7
O=C(NC1CCCC1)N1C2CCC(O)(CC2)C1CN1CCOCC1 (stereo not given)	-10.0	-2.8	17.6
CN(C)CC[C@@H](c1ccc(Br)cc1)c1ccccn1	1.5	-2.0&3.6	-5.6&-0.3
